Compound activity deposited in PubChem BioAssay by several laboratories.
PfHsp90 yeast 2: growth inhibition of PfHsp90-expressing yeast, primary screen, antimalarial PfHsp90 inhibitor project, S. cerevisiae, BacTiter-Glo luminescence, single point, set 2. BacTiter-Glo ATP, 48 h; yeast lacking PDR1 and PDR3 efflux regulators. inhibition, % at 9.4 µM. hit rate 0.32% among 310,000;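 active means every replicate shows inhibition above about 80%, whatever the replicate mean, limit read from the data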;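 further: 0% = DMSO neutral controls and 100% = 20 µM radicicol positive controls; yeast relying on Plasmodium falciparum Hsp90 in place of its own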
Tat transport: E. coli Tat export inhibitors, primary screen, MC4100, TorA-mCherry reporter, fluorescence, single point | inhibition, % at 10 µM | hit rate 0.036% among 340,000;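 active means mean replicate inhibition at least 50% and at least half of replicates individually reaching 50%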;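 further: exported cargo escapes ClpAP degradation while cytoplasmic cargo is degraded and loses fluorescence; 0% = median of neutral control wells and 100% = median of NaSCN control wells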
Pemphigus Ab inh: inhibitors of pemphigus antibody binding to DSG3, primary screen, biochemical, bead-based, flow cytometry, scFv-GFP | Desmoglein-3 (Homo sapiens), P32926 | DSG3-coupled beads, scFv-anti-DSG3-GFP binding; stronger effect = lower value | binding (percent of control), % at 10 µM | hit rate 0.48% among 310,000;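 active means binding more than 3 SD below its plate's average and above zero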; further: some compounds called inactive have numbers as strong as hits
PKA-R1A act: activators of PKA-R1A holoenzyme, primary screen, biochemical, fluorescence polarization, Cy5-IP20, bovine R1A, mouse PKAc | cAMP-dependent protein kinase type I-alpha regulatory subunit (Bos taurus) + … | PKA-R1A dissociation; scaled: DMSO 0%, 113 µM cGMP 100% | activation, % at 11.4 µM | hit rate 0.083% among 340,000;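 active means percent activation above the mean of all tested compounds plus 3 SD, cut at about 19% in these data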;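 further: higher means more PKAc released from R1A so a rise in polarization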
phage Ecoli inh: growth loss of phage-infected E. coli, primary screen, RecBCD inhibitor project, absorbance, with phage, HTS | hit rate 0.26% among 360,000 | inhibition, % at 11.9 µM; in the data active means inhibition above about 11%
Arr AP2 block: inhibitors of beta-arrestin/AP2 binding, primary screen, biochemical, GPCR trafficking, flow cytometry; beta-arrestin 1 C-terminal peptide binding to AP2 beta2-adaptin appendage (human); FITC-arrestin peptide / GST-AP2 beads; AP2 beta2 appendage carries R879A mutation; inhibition, % at 10 µM; hit rate 0.31% among 340,000;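 active means inhibition above a set limit, near 3 SD of compounds lacking own fluorescence, cut at about 54% in these data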;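 further: plate controls were DMSO wells for no effect and 5 µM unlabelled arrestin peptide for full effect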
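System: GST-AP2 R879A glutathione beads. Medium: PBS with 0.05% Tween 20 and 0.1% BSA. Also added: FITC-arrestin peptide, 50 nM. Incubation: 12 min plus 1 h, RT. Measured by: high-throughput flow cytometry of beads, ex 488, em 535 nm. Evaluation: percent drop in bead-associated FITC signal.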
An asterisk follows results filed as active; . = not tested or not shown. Some of the compounds tested (hit frequency here may not be typical).

1. O=C(COC(=O)c1ccc2c(c1)OCCO2)Nc1ccccc1C(F)(F)F
2. O=C(CSc1nc2[nH]ncc2c(=O)[nH]1)Nc1cc(C(F)(F)F)ccc1Cl
3. COc1cc(CNc2nc3ccccc3n2Cc2ccccc2)ccc1O
4. C[C@H](CO)N1C[C@H](C)[C@H](CN(C)S(=O)(=O)c2cccs2)OCc2cnnn2CCCC1=O
5. CC(C)N=C1NN=C(c2ccc(Cl)c(Cl)c2)CS1
6. Cc1cccc(-n2c(=O)c3c4c(sc3n3c(=S)[nH]nc23)CCC4)c1

| entry no. | 1 | 2 | 3 | 4 | 5 | 6 |
| --- | --- | --- | --- | --- | --- | --- |
| PfHsp90 yeast 2 | . | . | . | . | -8 | -5 |
| Tat transport | . | . | . | . | -7 | -4 |
| Pemphigus Ab inh | 94 | 101 | 101 | 95 | . | . |
| PKA-R1A act | 17 | 1 | -4 | -6 | . | . |
| phage Ecoli inh | 0.0 | 1.7 | 4.2 | 2.3 | 3.0 | 4.2 |
| Arr AP2 block | . | . | . | . | 4 | -33 |

Retrieved by structure from the entries so far, 3 records:
5. CC(C)N=C1NN=C(c2ccc(Cl)c(Cl)c2)CS1
4. C[C@H](CO)N1C[C@H](C)[C@H](CN(C)S(=O)(=O)c2cccs2)OCc2cnnn2CCCC1=O
1. O=C(COC(=O)c1ccc2c(c1)OCCO2)Nc1ccccc1C(F)(F)F

| entry no. | 5 | 4 | 1 |
| --- | --- | --- | --- |
| PfHsp90 yeast 2 | -8 | . | . |
| Tat transport | -7 | . | . |
| Pemphigus Ab inh | . | 95 | 94 |
| PKA-R1A act | . | -6 | 17 |
| phage Ecoli inh | 3.0 | 2.3 | 0.0 |
| Arr AP2 block | 4 | . | . |

Ordered by value in PKA-R1A act (largest number first): some entries from above
| no. | Compound | Tat transport | Pemphigus Ab inh | PKA-R1A act | phage Ecoli inh | Arr AP2 block |
| --- | --- | --- | --- | --- | --- | --- |
| 1 | O=C(COC(=O)c1ccc2c(c1)OCCO2)Nc1ccccc1C(F)(F)F | . | 94 | 17 | 0.0 | . |
| 2 | O=C(CSc1nc2[nH]ncc2c(=O)[nH]1)Nc1cc(C(F)(F)F)ccc1Cl | . | 101 | 1 | 1.7 | . |
| 4 | C[C@H](CO)N1C[C@H](C)[C@H](CN(C)S(=O)(=O)c2cccs2)OCc2cnnn2CCCC1=O | . | 95 | -6 | 2.3 | . |
